# MmCpn inh: inhibitors of Methanococcus maripaludis chaperonin (MmCpn); AID 504842; 0.031% of 330,000 active; purified Mm-Cpn ATPase, ADP Transcreener TR-FRET; Potency, µM (highest dose often 76.9 µM), for inactives: at the highest dose activity, negative = inhibition, actives largely listed as inhibitors; further: potency means the concentration at half of the fitted maximal effect; on the % scale 0 is the no-effect control and ±100 the full control effect; nearly all actives have a fitted effect of over 80% in size
#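 Reaction buffer contained 30 mM Tris pH 7.4, 100 mM KCl, 5 mM MgCl2 and 1 mM DTT. Mm-CPN (25 nM final) hydrolysed 10 uM ATP over 30 min at 37°C; ADP was read by HTRF.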
# Nrf2 inh: inhibitors of Nrf2 signaling; AID 504444; 2.1% of 360,000 active; Potency, µM (doses to about 46 µM), without a hit: at the highest dose activity change, negative = inhibition, most hits filed as inhibitors; A549 ARE-Fluc reporter, luciferase luminescence, 18-24 h; further: potency means the concentration at half of the fitted maximal effect; on the % scale 0 is the no-effect control and ±100 the full control effect; nearly all actives have a fitted effect of over 60% in size
#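 Concentration-response testing used A549 ARE_Fluc cells at 5000 cells/well. Following an 18-24 h compound incubation, viability was read by fluorescence (Ex 405/Em 525) and luciferase output by luminescence.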
# Nrf2 ARE act: activators of Nrf2 (ARE) signaling; AID 624171; AREc32 ARE-luciferase reporter (MCF7-derived line), luminescence, 24 h; Potency, µM (titrated, usually from 46.1 µM), inactives show top-dose activation, usual class: activators; 0.31% of 410,000 active; further: potency means the concentration at half of the fitted maximal effect; % of control where 0% means no effect; nearly all actives have a fitted effect of over 65% in size
#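 ARE-driven firefly luciferase activity in AREc32 cells measured after a 24 hr compound exposure at 37 deg C, using Steady-Glo reagent and a 30 min room-temperature hold.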
# A549 viability: kills or reduces viability of A549 cells in Nrf2 counter-screen; A549 ARE-Fluc cells, CellTiter-Fluor viability, 18-24 h; AID 504648; 0.16% of 390,000 active; Potency, µM (titrated, usually from 46 µM), inactives show top-dose activity change, negative = cytotoxicity, most hits filed as inhibitors; further: potency means the concentration at half of the fitted maximal effect; on the % scale 0 is the no-effect control and ±100 the full control effect
#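 Cytotoxicity counterscreen: CellTiter-Fluor fluorescence was measured in A549 ARE_Fluc cells after 18-24 h of compound exposure in a concentration series. The subsequent BugLite luminescent read reports ARE-luciferase activity.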
# pAkt inh: blocks phosphorylation of Akt. Neuro2A IGF-stimulated pAkt S473 HTRF, 20 min; hits give low values. activity change, % for hits at 50 µM. 0.32% of 360,000 active. AID 651550; in the data active means activity change below about -80%; inconclusive means mostly about -51% to -80%; further: on the % scale 0 is the no-effect control and ±100 the full control effect
#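 Single-point screen (50 µM final compound) in Neuro2A cells stimulated 20 min with 6 nM IGF at 37 deg C. After lysis, Ser473-phosphorylated Akt read by HTRF (ex 330 nm, em 615/665 nm) as the 665/615 ratio.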
# EPAC2 agonist: activates human EPAC2 exchange factor | Potency, µM (doses to about 154 µM), for inactives: at the top dose activation, usual class: activators | AID 720711 | Q8WZA2 | 0.079% of 360,000 active | EPAC2 activation, biochemical qHTS; response scale: 100% = 6.5 mM cAMP response; further: potency means the concentration at half of the fitted maximal effect; nearly all actives have a fitted effect of over 50% in size
# Target sequence (Q8WZA2 whole entry, looked up): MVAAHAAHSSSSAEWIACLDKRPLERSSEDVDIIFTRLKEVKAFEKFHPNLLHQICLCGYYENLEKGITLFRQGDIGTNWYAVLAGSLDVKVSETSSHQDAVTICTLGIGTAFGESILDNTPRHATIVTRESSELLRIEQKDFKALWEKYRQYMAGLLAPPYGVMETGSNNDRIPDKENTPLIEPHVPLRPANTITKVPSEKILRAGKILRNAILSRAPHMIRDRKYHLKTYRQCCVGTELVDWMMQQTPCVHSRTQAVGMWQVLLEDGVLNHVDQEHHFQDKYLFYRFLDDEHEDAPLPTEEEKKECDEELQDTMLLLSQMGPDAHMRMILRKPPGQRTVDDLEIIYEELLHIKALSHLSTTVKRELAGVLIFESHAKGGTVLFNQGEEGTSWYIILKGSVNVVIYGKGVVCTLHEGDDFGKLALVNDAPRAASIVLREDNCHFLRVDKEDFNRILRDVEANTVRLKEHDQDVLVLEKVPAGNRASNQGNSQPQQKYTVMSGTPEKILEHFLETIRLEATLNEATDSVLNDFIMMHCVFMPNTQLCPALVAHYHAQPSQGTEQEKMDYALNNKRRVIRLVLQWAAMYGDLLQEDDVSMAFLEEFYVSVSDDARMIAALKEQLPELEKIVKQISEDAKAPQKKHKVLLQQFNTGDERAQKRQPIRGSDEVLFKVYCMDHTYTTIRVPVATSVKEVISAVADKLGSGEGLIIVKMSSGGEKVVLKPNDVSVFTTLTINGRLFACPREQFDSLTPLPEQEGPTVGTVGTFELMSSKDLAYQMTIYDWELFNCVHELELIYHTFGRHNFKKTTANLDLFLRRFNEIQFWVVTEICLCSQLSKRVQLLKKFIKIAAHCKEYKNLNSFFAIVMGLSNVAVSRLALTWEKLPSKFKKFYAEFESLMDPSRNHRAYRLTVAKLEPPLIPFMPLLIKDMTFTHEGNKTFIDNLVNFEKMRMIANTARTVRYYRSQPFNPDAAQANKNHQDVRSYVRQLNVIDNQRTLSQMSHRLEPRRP
#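 EPAC2 (100 nM) mixed with Rap1B loaded with BODIPY-GDP (250 nM) plus 50 uM unlabeled GDP; compounds pinned in, 5 min RT, then read every 5 min for 30 min (ex 480, em 540 nm). Normalized to cAMP control.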
# CCT chaperon mod: cytosolic chaperonin activity modulation; purified chaperonin ATPase assay, HTRF ADP detection, 30 min; activity change, % (no concentration beside the values), hits read low; AID 651819; 0.3% of 360,000 active; in the data active means activity change below about -30%; further: on the % scale 0 is the no-effect control and ±100 the full control effect
#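 Nucleotide hydrolysis assay: TRiC at 20–40 nM final (set by batch activity) with 10 uM ATP, 30 min at 37 °C, in presence of 76 uM compound. Detection by competitive ADP HTRF, 30 min ambient.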
# EPAC2 antagonist: antagonists of human EPAC2; Q8WZA2; Potency, µM (top dose mostly 114 µM), inactives show at the highest dose activity, negative = inhibition, actives largely listed as inhibitors; 0.18% of 360,000 active; EPAC2 GEF exchange of Rap1B-BODIPY-GDP, fluorescence; further: potency means the concentration at half of the fitted maximal effect; on the % scale 0 is the no-effect control and ±100 the full control effect; nearly all actives have a fitted effect of over 45% in size; many of its hits are not listed in these tables
# TGFb inhibitor: inhibitors of TGF-b signaling; Potency, µM (doses to about 46.1 µM), for the others: at the top dose activity, negative = inhibition, actives largely listed as inhibitors; 1.2% of 410,000 active; HepG2 CAGA-GFP TGF-b/SMAD3 reporter, GFP fluorescence, 18 h; TGF-beta stimulated, 500 pg/mL final; further: potency means the concentration at half of the fitted maximal effect; on the % scale 0 is the no-effect control and ±100 the full control effect; nearly all actives have a fitted effect of over 65% in size
#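 Inhibition was scored as loss of TGF-beta-induced (500 pg/mL final, 18 hours, 37 degrees C) GFP in HEPG2 cells carrying a CAGA-GFP reporter, in DMEM with 1% FBS. Well GFP was summed per cell; Activity was normalised to unstimulated and stimulated DMSO wells, then concentration-response fitting.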
# * = called active by the depositor; i = inactive; ? = inconclusive; / = not tested or not shown; [ ] = another dose, or the depositor's remark. Unless noted, the call rests on the fitted dose curve; in most records, active means well fitted curve in the direction sought with a large enough effect; inconclusive means small, poorly fitted or top-dose-only effect, or another doubt; inactive means no such curve, though single readings can be large; an effect the other way counts as inactive or inconclusive. These rows are one share of the data; rates above refer to the full screens.
SMILES,MmCpn inh,Nrf2 inh,Nrf2 ARE act,A549 viability,pAkt inh,EPAC2 agonist,CCT chaperon mod,EPAC2 antagonist,TGFb inhibitor
CC1(C)CC(=O)C2=C(C1)Oc1ncn(CCCn3ccnc3)c(=N)c1C2c1ccccc1 (centres undefined),1%,-1%,3.3%,9%,i,5%,-1.4,6%,2%
C[C@H](CO)N1C[C@H](C)[C@@H](CN(C)S(=O)(=O)c2ccc(Oc3ccccc3)cc2)OCc2cn(nn2)CCCC1=O,/,/,-1.9%,/,i,-1%,0.6,-14%,3%
COc1ccc(Cl)cc1NS(=O)(=O)c1cc(-c2cc(C)no2)ccc1C,/,?,0.6%,-21%,/,/,/,/,-2%
CC(CNC(=O)CCCn1c(=O)c2cccn2c2ccccc21)c1ccccc1 (centres undefined),/,16%,0.2%,0%,/,/,/,/,?
COC(=O)[C@H](C)NC(=O)NC(C)CCc1ccccc1 (some centres undefined),0%,-16%,0.0%,-7%[1.84 µM],i,4%,0.6,18%,?
Cc1ccccc1OCC(O)Cn1c(=N)n(Cc2ccccc2)c2ccccc21 (centres undefined),0%,-1%,-3.6%,1%,i,-3%,2.2,9%,7.1µM*
COc1ccc(C(=O)CC2OC(=O)c3ccccc32)cc1OC (centres undefined),0%,5%,?,-2%,i,-3%,-1.5,5%,0%
Cc1cc(N)n2nc(-c3ccccc3)cc2n1,-1%,?,8.3%,1%,i,4%,1.8,-1%,14%
O=C(N/N=C/c1cc(Br)c(Br)o1)c1ccc2c(c1)OCCO2,0%,17%,2.4%,-15%,i,4%,-0.2,-3%,2%
COc1ccc(Cn2c(C3CC3)nc3ccc(NC(=O)c4cccnc4)cc3c2=O)cc1,?,13%,2.8%,-3%,i,12%,-1.6,?,-22%
CCCOC1CCCN(C(=O)CCc2nnc(-c3ccc4c(c3)OCO4)o2)C1 (centres undefined),-1%,?,2.6%,-5%,i,9%,-2.2,-13%,-1%
CCOC(=O)c1ccc(NC(=O)c2nc[nH]c2C(=O)NCc2ccccc2)cc1,0%,-19%,3.6%,0%,i,-11%,-4.0,-2%,-8%
CCOc1ccc(NC(=O)Cn2c(=O)n(-c3cccc(Cl)c3)c(=O)c3c2c2cc(C)ccc2n3C)cc1,/,13%[9.27 µM],1.8%,1%,/,/,/,/,-1%
COc1ccc(C2SCC(C(=O)NCc3ccc(F)cc3)N2C(C)=O)cc1 (centres undefined),-2%,9%,0.0%,-1%,i,2%,-2.9,7%,-1%
O=C(CSc1ccccn1)Nc1ccc(Br)cn1,1%,/,3.8%,0%,i,-2%,1.2,12%,5%

# Of the compounds above, these have a carbonyl joined to an NH by a bond outside any ring.
SMILES,MmCpn inh,Nrf2 inh,Nrf2 ARE act,A549 viability,pAkt inh,EPAC2 agonist,CCT chaperon mod,EPAC2 antagonist,TGFb inhibitor
CC(CNC(=O)CCCn1c(=O)c2cccn2c2ccccc21)c1ccccc1 (centres undefined),/,16%,0.2%,0%,/,/,/,/,?
COC(=O)[C@H](C)NC(=O)NC(C)CCc1ccccc1 (some centres undefined),0%,-16%,0.0%,-7%[1.84 µM],i,4%,0.6,18%,?
O=C(N/N=C/c1cc(Br)c(Br)o1)c1ccc2c(c1)OCCO2,0%,17%,2.4%,-15%,i,4%,-0.2,-3%,2%
COc1ccc(Cn2c(C3CC3)nc3ccc(NC(=O)c4cccnc4)cc3c2=O)cc1,?,13%,2.8%,-3%,i,12%,-1.6,?,-22%
CCOC(=O)c1ccc(NC(=O)c2nc[nH]c2C(=O)NCc2ccccc2)cc1,0%,-19%,3.6%,0%,i,-11%,-4.0,-2%,-8%
CCOc1ccc(NC(=O)Cn2c(=O)n(-c3cccc(Cl)c3)c(=O)c3c2c2cc(C)ccc2n3C)cc1,/,13%[9.27 µM],1.8%,1%,/,/,/,/,-1%
COc1ccc(C2SCC(C(=O)NCc3ccc(F)cc3)N2C(C)=O)cc1 (centres undefined),-2%,9%,0.0%,-1%,i,2%,-2.9,7%,-1%
O=C(CSc1ccccn1)Nc1ccc(Br)cn1,1%,/,3.8%,0%,i,-2%,1.2,12%,5%

# (list continues)
SMILES,MmCpn inh,Nrf2 inh,Nrf2 ARE act,A549 viability,pAkt inh,EPAC2 agonist,CCT chaperon mod,EPAC2 antagonist,TGFb inhibitor
CC(C)(CNC(=O)COc1ccccc1Cc1ccccc1)N1CCOCC1,-1%,0%,-0.7%,8%,i,-5%,0.0,-26%,-23%
COc1ccc(-n2c(C)c(C)c3c(N)ncnc32)cc1,-2%,?,-0.2%,2%,i,7%,0.7,13%,0%
COC(=O)Nc1ccc(S(=O)(=O)NCCCCCC(=O)O)cc1,4%,15%,0.3%,5%,i,-3%,4.0,7%,-17%
Cc1ccc(S(=O)(=O)N(CC(=O)Nc2ccccc2-c2ccccc2)c2ccc(C)cc2C)cc1,0%,?,-0.1%[9.22 µM],?,i,16%,-4.7,-11%,?
CC1OC2C(OC1C)N(S(C)(=O)=O)CCN2S(C)(=O)=O (centres undefined),0%,-22%,0.4%,-8%,i,4%,0.9,3%,-16%
CC1=C(C(=O)OCC2CCCO2)C(c2ccccc2)C2=C(CCCC2=O)N1 (centres undefined),0%,10%,-0.5%[9.22 µM],-11%,i,4%,-0.7,-8%,17%
CC(=O)Nc1ccccc1OCC(=O)c1cc(C)n(Cc2cccs2)c1C,2%,0.41µM*,2.8%,?,i,7%,1.5,-4%,-25%
O=C(Nc1nc(-c2ccco2)cs1)c1ccccc1,-1%,/,?,5%,i,13%,1.6,-7%,12%
CCC(=O)N(C)C[C@H]1Oc2ncc(C#Cc3ccncc3)cc2C(=O)N([C@@H](C)CO)C[C@@H]1C,/,/,-1.8%,/,i,14%,-0.1,0%,15%
Clc1ccc(-n2nnnc2-c2cnc3ccc(Cl)cc3c2-c2ccccc2)cc1,3%,-20%,-0.8%,-13%,i,11%,-1.9,-14%,20%
CCc1ccc(S(=O)(=O)c2nnn3c2nc(NCCNC(C)=O)c2cc(Cl)ccc23)cc1,/,-5%,-0.3%,-13%,/,/,/,/,8%
CCNC(=O)C1(C)CCCN(Cc2cccc3c(OC)cc(C(=O)OCC)cc23)C1 (centres undefined),/,/,2.8%,/,i,9%,-1.4,?,4%
CCc1nnc2n1N=C(c1ccccc1)CS2,0%,-9%,0.2%,-3%,i,12%,-1.8,5%,-2%
CCOC(=O)C(Cc1ccccc1)C(=O)Nc1cccc(C)c1 (centres undefined),2%,-5%,-0.3%,7%,i,6%,-2.0,-5%,-10%
O=C(CSc1ccc2ccccc2n1)Nc1ccc(N2CCOCC2)cc1,3%,?,9.4%,1%,i,-3%,-0.8,4%,?
Cc1cc(NC(=O)CCC(=O)N(Cc2ccccc2)C(C(=O)NC2CCCC2)c2ccc(C)o2)no1 (centres undefined),3%,-8%,-0.7%,2%,i,-2%,-0.7,-8%,2%
C[C@H]1CN(S(=O)C(C)(C)C)[C@@H](CCO)/C1=C\CCO (some centres undefined),/,12%,-0.8%,-9%,i,5%,2.0,3%,0%
CC1=NN(c2ccc(C(=O)O)c(N)c2)C(=O)C1,-4%,7%,2.3%,1%,i,9%,-3.7,11%,-3%
CC(c1ccccc1F)n1cc(C(=O)NCc2ccncc2)nn1 (centres undefined),2%,6%,-0.6%,2%,i,-4%,2.6,6%,4%
COc1cc(CN2CCCC(C)C2)ccc1OCc1ccccc1 (centres undefined),-7%,7%,-0.4%,-2%,i,12%,-0.8,-4%,5%
Cc1ccc([N+](=O)[O-])cc1NC(=S)NC(=O)c1cccs1,-1%,9%,8.1%[9.22 µM],13%,i,-8%,-0.9,3%,?
O=C(O)C1=C[C@H](c2coc3ccccc3c2=O)C[C@H](OCc2ccc(CO)cc2)O1,/,22%,2.5%,-4%,i,-7%,0.8,-10%,0%
CCOC(=O)c1ccc(NC(=O)c2ccc3c(c2)NC(=O)c2ccccc2S3)cc1,/,8%,-0.1%,1%,/,/,/,/,-28%
Cc1cc(C)c(OCC(=O)Nc2nc3ccccc3[nH]2)c(C)c1,0%,13%,-0.3%,-1%,i,1%,-2.5,12%,-3%
Cn1c(SCC(=O)Nc2ccc3nc(SCC(=O)NC4CC4)sc3c2)nnc1-c1ccccc1,-3%,0%,0.3%,-1%,i,-5%,-1.8,0%,8%
NS(=O)(=O)c1ccc(CCNC(=O)CSCc2ccccc2)cc1,-5%,-8%,-0.5%,6%,i,5%,1.6,-2%,-2%
Cc1cccc(OCC(=O)Nc2ccc3c4c(cccc24)CC3)c1C,0%,4%,-0.1%,-3%,i,8%,-1.2,1%,1%
Cc1ccc(C(=O)NCCSCc2ccc(Cl)cc2Cl)cc1[N+](=O)[O-],1%,?,-0.4%,2%,i,11%,-0.9,-5%,?
O=C(c1ncn2c1c(=O)[nH]c1ccccc12)N1CCc2ccccc2C1,/,/,0.2%,/,i,-5%,1.3,0%,3%
Cc1cc(NC(=O)COC(=O)c2cccc(OCc3ccccc3)c2)no1,1%,-13%,0.4%,-14%,i,2%,-1.2,10%,0%
Cc1cc(N/N=C/c2cccc(Cl)c2)nc(-n2nc(C)cc2C)n1,1%,16µM*,0.1%,-21%,i,-7%,-1.4,-1%,-21%
O=C(Cn1cnc2c(nnn2Cc2ccc(F)cc2)c1=O)NC1CCCC1,3%,2%,-0.3%,-4%,i,1%,-3.2,-1%,?
O=C(NCc1ccccn1)c1cccc(S(=O)(=O)Nc2ccc(F)cc2)c1,2%,-7%,0.0%,1%,i,-2%,0.8,-22%,0%
CC(C)NC(=O)Cn1ncn2c(cc3cc(F)ccc32)c1=O,/,-7%,1.4%,-10%,/,/,/,/,2%
